Screening results: PubChem BioAssay, The Scripps Research Institute Molecular Screening Center
TDP2 absorb: blocks human TDP2 phosphodiesterase activity; recombinant TDP2, T5PNP hydrolysis, p-nitrophenol absorbance 415 nm; inhibition, % at 12.8 µM; 0.34% of 370,000 active; AID 720702;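 active = inhibition above the mean of all tested compounds plus 3 SD, set per campaign, cut at about 25% in these data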;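 note: 0% = DMSO with enzyme and 100% = buffer with substrate but no TDP2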
Target sequence (O95551 whole entry, looked up): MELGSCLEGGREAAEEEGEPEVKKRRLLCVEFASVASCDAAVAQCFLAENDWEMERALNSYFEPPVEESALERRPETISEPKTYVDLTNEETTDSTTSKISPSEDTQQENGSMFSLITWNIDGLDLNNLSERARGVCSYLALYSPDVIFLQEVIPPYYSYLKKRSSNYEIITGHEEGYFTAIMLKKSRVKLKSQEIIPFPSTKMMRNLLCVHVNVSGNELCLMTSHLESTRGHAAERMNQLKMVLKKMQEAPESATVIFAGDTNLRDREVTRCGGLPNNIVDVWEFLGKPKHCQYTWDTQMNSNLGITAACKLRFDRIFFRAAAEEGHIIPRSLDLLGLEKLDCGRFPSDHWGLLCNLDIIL
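Assay system: recombinant human TDP2 / Reagent: T5PNP substrate at 5 mM, a TopII-DNA adduct mimic / Measured by: epi absorbance from released p-nitrophenol / Evaluation: % inhibition relative to enzyme-containing and enzyme-free wells / Control set: enzyme-free and DMSO wells / Replicates: each compound tested once, singlicate / Schedule: enzyme reaction with compound for 2 h at 37 °C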
SIAE inh: inhibitors of human sialic acid acetylesterase SIAE; 0.69% of 370,000 active; AID 1053197; SIAE FP-Rh probe binding, fluorescence polarization; Q9HAT2; inhibition, % at 9.66 µM;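 active = inhibition above a cutoff: mean of compounds within the control limits plus 3 SD of those, cut at about 17% in these data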;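 note: 0% = plate median of compound wells and 100% = probe without SIAE protein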
ABHD4 inh: inhibits mouse alpha/beta hydrolase domain 4; Q8VD66; purified mABHD4, FP-Rh probe fluorescence polarization; inhibition, % at 8.92 µM; 0.54% of 370,000 active;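 active = inhibition exceeding the mean over every tested compound plus 3 SD, cut at about 30% in these data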;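 note: 0% = plate median of compound wells and 100% = S159A mutant with DMSO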
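Material: mouse ABHD4 enzyme, wild type; Benchmarks: S159A mutant high control, sample median low control; Buffer or medium: HEPES pH 7.0, NaCl, Pluronic buffer; Signal: fluorescence polarization; Read-out: percent inhibition of probe binding, normalized to plate controls; Timing: pre-incubation 45 min, probe exposure 60 min, at 25 °C; Dosing: 8.92 µM, single dose.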
HTRA1 inh: inhibitors of human serine peptidase HTRA1; Q92743; recombinant HTRA1, FP-rhodamine activity-based probe, fluorescence polarization; inhibition, % at 5.96 µM; 0.5% of 340,000 active; AID 504803; in the data active = inhibition above about 36%;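 note: 0% = enzyme with DMSO and 100% = wells lacking enzyme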
LEDGF integ inh: blocks HIV-1 LEDGF/p75-dependent DNA integration; TR-FRET IN-LEDGF/p75 DNA integration, Eu/Cy5; inhibition, % at 3.7 µM; 0.64% of 370,000 active;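 active = inhibition above the screen-wide mean plus 3 SD, cut at about 13% in these data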;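 note: signal is the Cy5 over europium emission ratio at 671 and 618 nm; 0% = plate median of compound wells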
UHRF1 binding: blocks human UHRF1 binding to methylated DNA | Q96T88 | UHRF1 binding to methylated oligo, TR-FRET | inhibition, % at 4.4 µM | 0.75% of 370,000 active | AID 687016; in the data active = inhibition above about 21%;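 note: UHRF1 SRA domain binding a hemimethylated CpG hairpin DNA probe; 0% = median of test compound wells and 100% = reference inhibitor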
PG9 Ab binder: binds the HIV-1 gp120 antibody PG9 | TR-FRET gp120-PG9 antibody binding | inhibition, % at 6.7 µM | 0.43% of 360,000 active; in the data active = inhibition above about 8.5%
PRMT1 inh: blocks human protein arginine methyltransferase 1; Q99873; recombinant PRMT1, activity-based probe fluorescence polarization; inhibition, % at 2.79 µM; 1.3% of 370,000 active; AID 652257;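 active = inhibition above about 21% made by adding two undisclosed values, limit read from the data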
TCR CD3 inh: inhibitors of human TCR-CD3 interaction; 0.37% of 360,000 active; TAMRA-labeled TCR probe fluorescence, biochemical; inhibition, % at 9.4 µM; in the data active = inhibition above about 19%;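 note: recombinant mutant TCR 2C K166C tagged with TAMRA read by polarization; 0% = receptor in buffer alone and 100% = receptor with positive control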
DDE Tn7 FP inh: disrupts Tn7 cyclic peptide binding to fibrin D-Dimer-E complex; P02675; FP displacement of FITC-Tn7 peptide from fibrin DD(E); 0% = median of compound wells per plate; inhibition, % at 8.3 µM; 0.13% of 370,000 active;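 active = inhibition above the mean of compounds falling within the control limits plus 3 SD of them, cut at about 14% in these data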;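 note: 0% = plate median of compound wells and 100% = 10 µM Aha-Tn7 peptide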
Target sequence (P02675 whole entry, looked up): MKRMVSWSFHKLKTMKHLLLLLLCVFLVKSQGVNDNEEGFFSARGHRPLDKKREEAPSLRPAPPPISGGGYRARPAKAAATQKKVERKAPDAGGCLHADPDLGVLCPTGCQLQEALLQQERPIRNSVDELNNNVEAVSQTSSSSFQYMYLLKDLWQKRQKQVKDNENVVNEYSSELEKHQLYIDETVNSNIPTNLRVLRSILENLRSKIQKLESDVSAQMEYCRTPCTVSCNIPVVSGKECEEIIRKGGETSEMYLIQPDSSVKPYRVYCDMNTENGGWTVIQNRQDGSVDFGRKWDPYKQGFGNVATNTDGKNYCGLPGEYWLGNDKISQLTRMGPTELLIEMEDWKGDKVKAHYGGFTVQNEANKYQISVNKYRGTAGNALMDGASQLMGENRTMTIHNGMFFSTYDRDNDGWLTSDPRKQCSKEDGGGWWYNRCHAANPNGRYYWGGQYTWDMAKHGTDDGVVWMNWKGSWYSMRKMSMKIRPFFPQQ
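Assay system: Human clot-derived fibrin DD(E) complex | Buffer or medium: Tris/NaCl/CaCl2 buffer, pH 7.8 | Repeats: One replicate per compound | Benchmarks: Aha-Tn7 high control | Measure: % inhibition scaled between sample-field median and high-control FP | Schedule: 10 min plus 3 h, room temperature | Signal: Fluorescence polarization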
An asterisk follows results filed as active; nt = no result given.

item	structure	HTRA1 inh	UHRF1 binding	SIAE inh	PG9 Ab binder	TCR CD3 inh
1	COC(=O)c1ccc(CNC(=O)c2ccc3c(c2)S(=O)(=O)N=C2CCCCCN23)cc1	3	2	2	-1.1	-2
2	CCOC(=O)c1cc(C#N)c(Oc2ccccc2OC)nc1-c1ccccc1	-19	0	-5	-3.0	3
3	O=C(CCN1CCCCC1c1cccnc1)NCc1ccccc1 (centres undefined)	-1	-1	0	-0.6	3
4	CCN(CC)CCN1C(=O)C(=O)/C(=C(/O)c2cccc(OC)c2)C1c1ccccn1 (centres undefined)	2	-3	0	-0.2	8
5	NC(=O)COc1cccc2cccnc12	-3	12	-6	1.6	0
6	Cc1ccc(N2C(=O)C3C(C2=O)C2C=CC3C23CC3)cc1 (centres undefined)	4	3	-1	2.2	-3
7	CC(C)(C)CC(=O)Nc1nn[nH]n1	1	-2	5	0.3	5
8	S=C1N(c2ccccc2)C(c2ccc(Cl)cc2)N2CCCN12 (centres undefined)	6	-1	-2	-0.7	1

item	PRMT1 inh	TDP2 absorb	ABHD4 inh	DDE Tn7 FP inh	LEDGF integ inh
1	0	-2	6	-4	-4
2	-1	2	-9	-4	-1
3	1	4	-3	6	0
4	0	0	1	-1	0
5	3	-7	-6	-7	-3
6	4	-7	-1	3	-6
7	-3	6	-1	-2	0
8	-1	3	-4	1	-2

item	structure	HTRA1 inh	UHRF1 binding	SIAE inh	PG9 Ab binder	TCR CD3 inh
9	CCn1c(/C(C#N)=C(\O)CCc2ccccc2)nc2ccccc21	2	-2	3	0.3	9
10	O=C(NCC(c1cccs1)N1CCOCC1)C1CCN(S(=O)(=O)c2cccc(C(F)(F)F)c2)CC1 (centres undefined)	-5	0	-2	-1.1	1
11	CCN(CC(=O)NCc1cccs1)C(=O)C1CC(=O)N(c2ccc(OC)cc2OC)C1 (centres undefined)	1	3	-8	-0.2	-14
12	COc1ccc(Nc2nc(C)c(-c3ccccc3)s2)cc1	19	2	7	-2.6	3
13	COc1ccc(N2C(=O)CC(c3ccc(OC(C)C)cc3)C2=O)cc1 (centres undefined)	1	-1	4	0.7	-8
14	O=C(Nc1ccc(Br)cc1)c1ccc(F)c(S(=O)(=O)N2CCN(c3ccccn3)CC2)c1	-1	-1	2	0.9	3
15	CCN(CC)C(=O)c1[nH]cnc1C(=O)NCc1ccc(CNC(=O)OC(C)(C)C)cc1	4	2	0	-0.2	5
16	COC(=O)[C@]12C[C@H](CC(=O)NCC34CC5CC(CC(C5)C3)C4)C(=O)N(Cc3ccco3)C1=C[C@H](COCc1ccccc1)O[C@@H]2C	nt	-2	1	nt	nt

item	PRMT1 inh	TDP2 absorb	ABHD4 inh	DDE Tn7 FP inh	LEDGF integ inh
9	-2	-7	4	0	-2
10	-5	7	1	1	-3
11	-2	-16	-8	-5	0
12	0	-23	23	-4	2
13	4	1	3	-7	-1
14	1	1	-8	-1	-1
15	-1	-4	6	-3	-1
16	5	-2	7	4	-4

One compound at a time (already shown). Values in the order: HTRA1 inh, UHRF1 binding, SIAE inh, PG9 Ab binder, TCR CD3 inh, PRMT1 inh, TDP2 absorb, ABHD4 inh, DDE Tn7 FP inh, LEDGF integ inh
Listed for `NC(=O)COc1cccc2cccnc12` = -3, 12, -6, 1.6, 0, 3, -7, -6, -7, -3
Listed for `CCOC(=O)c1cc(C#N)c(Oc2ccccc2OC)nc1-c1ccccc1` = -19, 0, -5, -3.0, 3, -1, 2, -9, -4, -1
Listed for `O=C(NCC(c1cccs1)N1CCOCC1)C1CCN(S(=O)(=O)c2cccc(C(F)(F)F)c2)CC1` (centres undefined) = -5, 0, -2, -1.1, 1, -5, 7, 1, 1, -3
Listed for `CCN(CC(=O)NCc1cccs1)C(=O)C1CC(=O)N(c2ccc(OC)cc2OC)C1` (centres undefined) = 1, 3, -8, -0.2, -14, -2, -16, -8, -5, 0
Listed for `Cc1ccc(N2C(=O)C3C(C2=O)C2C=CC3C23CC3)cc1` (centres undefined) = 4, 3, -1, 2.2, -3, 4, -7, -1, 3, -6

Next structures follow.
item	structure	HTRA1 inh	UHRF1 binding	SIAE inh	PG9 Ab binder	TCR CD3 inh
17	O=C(CCl)Nc1nc(-c2ccco2)c(-c2ccco2)s1	0	2	2	-4.8	5
18	O=C(O)c1ccc(/C=N/Nc2nnnn2-c2ccccc2)cc1	2	-6	8	-0.2	-2
19	N#C/C(=C\c1coc2ccc(O)cc2c1=O)C(=O)Nc1nc2ccccc2s1	-10	0	-8	0.5	-18
20	O=c1c(-c2ccco2)nc2ccccc2n1C(c1ccccc1)c1nc2ccccc2[nH]1 (centres undefined)	nt	-7	-7	-0.8	2
21	O=C(O)CC(c1ccccc1F)N1Cc2ccccc2C1=O (centres undefined)	1	1	7	-1.8	-4
22	Cc1cnc(C(=O)N2CCCC(C(=O)c3ccc(C(C)(C)C)cc3)C2)cn1 (centres undefined)	-8	6	-7	0.7	0
23	CC1(C(=O)O)CCN1C(=O)c1ccccc1F (centres undefined)	nt	1	2	1.9	-5
24	CCOC(=O)N1CCN(Cc2nc3cc(NC(C)=O)ccc3n2CC)CC1	3	2	-4	0.2	0

item	PRMT1 inh	TDP2 absorb	ABHD4 inh	DDE Tn7 FP inh	LEDGF integ inh
17	32*	5	10	0	25*
18	-2	-3	-12	-3	5
19	13	-3	4	-2	2
20	10	8	-2	5	3
21	-1	5	-6	-7	0
22	2	-11	0	4	-3
23	0	4	2	-4	-1
24	6	18	6	-4	-3

item	structure	HTRA1 inh	UHRF1 binding	SIAE inh	PG9 Ab binder	TCR CD3 inh
25	CC(C)n1cnc2cc(NCc3nc4ccccc4n3C)ccc21	4	-2	3	-3.2	1
26	NC(=O)C1CCN(C(=O)c2cc3ccccc3cc2O)CC1	-2	-4	3	-1.3	-4
27	COc1ccc(CCNC(=O)CSc2ncn[nH]2)cc1	2	2	0	-2.0	-10
28	CCOc1ccccc1NC(=O)CSc1nncc2ccccc12	-4	0	-2	0.1	-7
29	CC(C)Oc1ccc(C(=O)NCC(=O)OCC(=O)N(C)Cc2cccs2)cc1	7	6	0	2.0	1
30	Cc1ccc(NC(=O)CN(C)S(=O)(=O)c2ccc3[nH]c(=O)oc3c2)c(C)c1	7	-1	-2	-0.5	6
31	O=C1CCCc2c1nc(-c1ccc([N+](=O)[O-])cc1)n2O	5	1	9	-0.1	-1
32	O=C(CCC(=O)N1CCN(c2ccccc2F)CC1)N1CCN(c2ccc(F)cc2)CC1	4	-1	-2	1.2	-6

item	PRMT1 inh	TDP2 absorb	ABHD4 inh	DDE Tn7 FP inh	LEDGF integ inh
25	-1	-2	2	-1	7
26	0	9	3	-6	0
27	2	-3	-12	-1	-2
28	3	12	-4	-1	-1
29	2	-2	-1	6	-5
30	-1	6	5	-1	3
31	0	-6	6	8	0
32	1	0	0	-2	-3

item	structure	HTRA1 inh	UHRF1 binding	SIAE inh	PG9 Ab binder	TCR CD3 inh
33	CC(C)[C@@H]1C=C(C(=O)O)O[C@H](OCCCCO)C1	5	-3	5	0.6	1
34	O=C(Nc1c(Cl)cc(Cl)cc1-c1nc2ccccc2s1)c1ccc(Br)o1	-39	1	-24	3.8	3
35	COc1ccc(C(=O)O/N=C/c2ccc(S(=O)(=O)c3ccc(Cl)cc3)nc2)cc1	-1	2	4	2.5	-6
36	Cc1ccccc1/C=N/NC(=O)c1ccc(-n2cnnn2)cc1	-1	-4	2	-0.7	5
37	COc1ccc(OC)c(CN2CCN(S(=O)(=O)c3ccc(NC(C)=O)cc3)CC2)c1	-6	6	-1	-5.5	4
38	O=C(N/N=C/c1cc2c(cc1Cl)OCO2)c1cc(-c2ccccc2)n[nH]1	-26	0	-4	-0.5	0
39	CN(C)S(=O)(=O)c1cccc(N2C(=O)CC3(CCCCC3)CC2=O)c1	-8	1	0	0.9	-7
40	Cc1cc(C)cc(-n2nnnc2SCC(=O)Nc2nc(-c3ccc(F)cc3)cs2)c1	-8	2	-2	0.5	4

item	PRMT1 inh	TDP2 absorb	ABHD4 inh	DDE Tn7 FP inh	LEDGF integ inh
33	0	-1	-1	-3	3
34	12	-3	2	4	1
35	-1	-18	-7	0	4
36	-1	10	-1	0	0
37	0	-4	2	0	2
38	-2	4	-9	0	2
39	5	7	-2	4	-3
40	-2	0	-3	-3	0

item	structure	HTRA1 inh	UHRF1 binding	SIAE inh	PG9 Ab binder	TCR CD3 inh
41	COC(=O)c1cc(C#N)c(NCc2ccccc2)nc1C	2	1	-6	-4.4	1
42	COC(=O)c1ccc(NC(=O)CCc2c(C)nc3ncnn3c2C)cc1	7	-1	7	0.9	1
43	Cc1onc(-c2c(Cl)cccc2Cl)c1C(=O)O/N=C(\C#N)c1c(Cl)cccc1Cl	2	-1	-3	-1.0	1
44	CCCN(CCC)c1cc(Cl)nc(N)n1	1	1	-6	-1.0	2
45	CCOC(=O)c1ccc(Oc2c(C)oc3c(CN4CCN(C)CC4)c(O)ccc3c2=O)cc1	2	2	0	1.0	-3
46	NC(=O)c1c(NC(NC(=O)c2ccco2)(C(F)(F)F)C(F)(F)F)sc2c1CCCC2	5	-4	-5	-0.1	-3
47	Cc1ccc(C(O)c2ncc(-c3ccc(F)cc3)[nH]2)cc1F (centres undefined)	nt	-1	12	-1.0	-2
48	COc1cc(OC)cc(C(=O)NCCNC(=O)c2ccccn2)c1	-9	1	-7	0.6	-5
49	COc1ccc(N(CC(=O)Nc2ccc(C)cc2C)S(=O)(=O)c2c(C)n[nH]c2C)cc1	3	-3	-5	0.0	5
50	CCn1c(C)[n+](CCOC(C)=O)c2cc(Cl)c(Cl)cc21	0	3	4	1.6	-1
51	CCCCCCn1c(=O)n2n(c1=O)[C@@H]1CN(S(=O)(=O)c3ccc(C)cc3)C[C@]1(O)[C@@H](OC(=O)NC1CC1)C2	0	-3	5	1.3	-7

item	PRMT1 inh	TDP2 absorb	ABHD4 inh	DDE Tn7 FP inh	LEDGF integ inh
41	-1	-1	-2	-5	-3
42	0	8	0	5	-2
43	-3	13	-1	-4	-1
44	-3	-17	-3	-6	2
45	2	-7	-9	-2	3
46	11	8	2	-2	-2
47	1	3	3	-1	2
48	1	3	7	5	-1
49	-2	3	-1	-3	-1
50	5	13	3	-8	-3
51	3	7	8	8	-4

PRMT1 inh: entries above that show a hit
cpd	structure	HTRA1 inh	UHRF1 binding	SIAE inh	PG9 Ab binder	TCR CD3 inh	PRMT1 inh	TDP2 absorb	DDE Tn7 FP inh	LEDGF integ inh
17	O=C(CCl)Nc1nc(-c2ccco2)c(-c2ccco2)s1	0	2	2	-4.8	5	32*	5	0	25*

Single values from the entries so far:
CCOC(=O)N1CCN(Cc2nc3cc(NC(C)=O)ccc3n2CC)CC1 – TCR CD3 inh: 0
Cc1cc(C)cc(-n2nnnc2SCC(=O)Nc2nc(-c3ccc(F)cc3)cs2)c1 – HTRA1 inh: -8
